# VHR inh abs: VHR1 phosphatase inhibitors, primary screen, biochemical, absorbance, uHTS. recombinant VHR phosphatase, pNPP absorbance. inhibition, % at 13.3 µM. Dual specificity protein phosphatase 3 (Homo sapiens), P51452. 290,000 compounds, 0.52% hits. AID 1654, 2009; in the data active = inhibition above about 50%; also: some compounds called inactive have numbers as strong as hits
# Target sequence (P51452 whole entry, looked up): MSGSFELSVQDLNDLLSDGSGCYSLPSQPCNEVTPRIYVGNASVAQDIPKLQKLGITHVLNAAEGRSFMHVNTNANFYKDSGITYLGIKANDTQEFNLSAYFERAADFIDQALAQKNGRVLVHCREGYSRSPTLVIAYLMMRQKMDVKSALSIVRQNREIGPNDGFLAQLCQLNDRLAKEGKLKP
# Mtb UGM inh: M. tuberculosis UGM enzyme inhibitors, primary screen, biochemical, fluorescence polarization, single point. UDP-galactopyranose mutase (Mycobacterium tuberculosis (strain ATCC 25618 / H37Rv)), …. purified UGM, fluorescence polarization probe displacement. inhibition, % at 10 µM. 320,000 compounds, 0.06% hits; in the data active = inhibition above about 10%, passing the limit was not always enough
# Target sequence (P9WIQ1 whole entry, looked up): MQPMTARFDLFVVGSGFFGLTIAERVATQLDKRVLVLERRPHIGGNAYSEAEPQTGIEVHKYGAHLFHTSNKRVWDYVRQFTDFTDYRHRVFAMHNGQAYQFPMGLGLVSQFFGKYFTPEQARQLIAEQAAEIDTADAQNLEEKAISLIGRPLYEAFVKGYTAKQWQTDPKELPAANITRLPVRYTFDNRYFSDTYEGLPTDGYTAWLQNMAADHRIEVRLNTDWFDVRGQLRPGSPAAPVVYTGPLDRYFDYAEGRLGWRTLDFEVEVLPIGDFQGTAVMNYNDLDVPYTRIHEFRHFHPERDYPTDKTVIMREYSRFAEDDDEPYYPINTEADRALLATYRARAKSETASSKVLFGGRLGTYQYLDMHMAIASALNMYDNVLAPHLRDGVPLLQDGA
# MazF activator: activators of E. coli MazEF toxin-antitoxin RNase, primary screen, biochemical, fluorescence, uHTS; 350,000 compounds, 0.32% hits; FAM/BHQ RNA-DNA oligo cleavage fluorescence, 5 h; activation, % at 20 µM; Endoribonuclease toxin MazF (Escherichia coli (strain K12)), P0AE70; in the data active = activation above about 50%
# Target sequence (P0AE70 whole entry, looked up): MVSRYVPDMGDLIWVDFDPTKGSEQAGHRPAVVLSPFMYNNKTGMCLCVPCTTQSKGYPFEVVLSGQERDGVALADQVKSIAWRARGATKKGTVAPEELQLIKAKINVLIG
# Rv3671c protease: Rv3671c serine protease inhibitors, primary screen, biochemical, fluorescence polarization, M. tuberculosis H37Rv | P9WHR9 | inhibition, % at 5.96 µM | 320,000 compounds, 0.048% hits; in the data active = inhibition above about 38%;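 also: extracellular domain of Rv3671c used as enzyme; 0% = enzyme with DMSO and 100% = no enzyme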
# PriA SSB inh: inhibitors of Klebsiella pneumoniae PriA binding to SSB C-terminal tail, primary screen, biochemical, AlphaScreen; PriA–SSB C-terminal tail interaction (Klebsiella pneumoniae); AlphaScreen SSBct-PriA binding, biotinylated peptide; inhibition, % at 33 µM; 430,000 compounds, 0.6% hits; AID 1272365, 2023; in the data active = inhibition mostly above about 37%, no sharp cut-off; inactive = mostly below about 20%;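 also: plate controls were negative control peptide for no effect and reference peptide for full effect; strong numbers were not always called active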
# Mtb BioA inh: M. tuberculosis BioA enzyme inhibitors, primary screen, biochemical, plate reader, single point, HTS; 7,8-diaminopelargonic acid synthase BioA (Mycobacterium tuberculosis); purified M. tuberculosis BioA enzyme; inhibition, % at 9.99 µM; 360,000 compounds, 0.096% hits; in the data active = inhibition above about 40%
# BH1578 lux ind: inducers of Vibrio cholerae quorum light production without autoinducers, primary screen, BH1578 luxS cqsA deficient, single point | V. cholerae BH1578 lux reporter, luminescence, 6 h | activation, % at 18.7 µM | 350,000 compounds, 0.16% hits; in the data active = activation mostly above about 9.7%, no sharp cut-off; also: not every result past the cut was called active; inactives centre near 0; reference of the scale not given here
# Mtb FBA inh: Mtb FBA enzyme inhibitors, primary screen, biochemical, fluorescence, strain H37Rv; 360,000 compounds, 2.3% hits; purified M. tuberculosis FBA, fluorescence read-out; inhibition, % at 1 µM; Fructose-bisphosphate aldolase (Mycobacterium tuberculosis (strain ATCC 25618 / H37Rv)), …; in the data active = inhibition above about 27%;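 also: 0% = vehicle and 100% = reference inhibitor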
# Target sequence (P9WQA3 whole entry, looked up): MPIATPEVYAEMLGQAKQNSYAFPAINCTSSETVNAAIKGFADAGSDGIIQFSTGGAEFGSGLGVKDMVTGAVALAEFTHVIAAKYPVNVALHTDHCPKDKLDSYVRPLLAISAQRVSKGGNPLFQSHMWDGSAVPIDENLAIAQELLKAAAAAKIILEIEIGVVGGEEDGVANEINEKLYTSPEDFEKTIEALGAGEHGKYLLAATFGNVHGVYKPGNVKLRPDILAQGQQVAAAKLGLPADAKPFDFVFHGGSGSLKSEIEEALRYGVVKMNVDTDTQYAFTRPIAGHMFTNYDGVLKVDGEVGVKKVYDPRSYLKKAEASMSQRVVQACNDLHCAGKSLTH
# GDH-TPI counter: GDH-TPI coupling enzyme inhibitors, primary screen, artefact control for M. tuberculosis FBA inhibitor project, biochemical, absorbance, full deck. 360,000 compounds, 1.2% hits. GDH-TPI coupled enzyme counterscreen, NADH absorbance. inhibition, % at 4.8 µM; in the data active = inhibition above about 30%;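 also: 0% = DMSO wells and 100% = wells lacking the enzyme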
# 3CLpro inhibitor: SARS-CoV 3CLpro protease inhibitors, primary screen, biochemical, quenched FRET | Replicase polyprotein 1ab (Severe acute respiratory syndrome coronavirus), P0C6X7 | recombinant SARS-CoV 3CLpro, quenched FRET peptide cleavage | inhibition, % at 6 µM | 290,000 compounds, 0.14% hits | AID 1706, 2009; in the data active = inhibition above about 12%
# * = called active by the depositor; i = inactive; x = no result given; & = joins results of further samples. These rows are one share of the data, so the mix of outcomes need not match the whole.
SMILES,VHR inh abs,Mtb UGM inh,MazF activator,Rv3671c protease,PriA SSB inh,Mtb BioA inh,BH1578 lux ind,Mtb FBA inh,GDH-TPI counter,3CLpro inhibitor
Cc1nnc(SC(C)C(=O)Nc2ncc(Cl)cc2Cl)n1Cc1ccccc1 (centres undefined),4,0.9,-2,6,-9,x,i,2,-1,1
COc1cc(C)c(CN2CCC(n3nccc3NC(=O)C3CC3)CC2)cc1C,-9,-0.8,2,2,0,-2.7,x,-2,-1,-2
CC(=O)NS(=O)(=O)c1ccc(NC(=O)[C@@H]2CCCN2S(=O)(=O)c2ccc(Cl)cc2)cc1,x,-1.7,3,2,10,0.2,i,-1,1,x
CCN(CC)CCNC(=O)c1ccc(NC(=O)c2ccc(C(=O)c3ccccc3)cc2)cc1,x,-1.6,17,-7,0,x,i,0,-1,x
CC(C)Oc1ccccc1/C=N/NC(=O)C1CC1,x,-2.0,-8,-7,x,0.7,i,-1,1,x
O=C(CCNC(=O)c1ccc([N+](=O)[O-])cc1)NNC(=O)c1ccccc1F,x,2.1,-1,-1,-3,-1.2,-2.7,5,6,x
C=CCn1c(=O)c2c(nc3n2CCN3c2cccc(Cl)c2C)n(C)c1=O,25,-6.0,0,-6,-1,4.3,5.3,-1,11,-2
O=c1c2c([nH]n1-c1ccccc1)CCSC2,11,-1.0,-2,4,-4,-2.6,-8.3,3,9,-1
O=C(Nc1cccc(Cl)c1N1CCOCC1)c1ccc(Br)o1,18,-0.8,0,-18,9,-0.9,2.2,0,4,1
COc1cccc(CN2C(=O)C3(C(C#N)=C(N)OC4=C3C(=O)CCC4)c3ccccc32)c1 (centres undefined),13,-0.9,-5,-3,-3,0.0,-0.4,-2,-14,0
CCOC(=O)C1CCN(Cc2cccc(OC)c2)CC1,12,2.4,13,3,-4,0.3,-5.0,1,7,0
CCc1ccc(/C=C2\Oc3cc(OC(=O)N4CCOCC4)ccc3C2=O)cc1,-4,-1.5,-2,-1,10,5.2,i,2,6,-2

# Copied from the listing, 3 compounds:
SMILES,VHR inh abs,Mtb UGM inh,MazF activator,Rv3671c protease,PriA SSB inh,Mtb BioA inh,BH1578 lux ind,Mtb FBA inh,GDH-TPI counter,3CLpro inhibitor
O=C(Nc1cccc(Cl)c1N1CCOCC1)c1ccc(Br)o1,18,-0.8,0,-18,9,-0.9,2.2,0,4,1
COc1cccc(CN2C(=O)C3(C(C#N)=C(N)OC4=C3C(=O)CCC4)c3ccccc32)c1 (centres undefined),13,-0.9,-5,-3,-3,0.0,-0.4,-2,-14,0
CCOC(=O)C1CCN(Cc2cccc(OC)c2)CC1,12,2.4,13,3,-4,0.3,-5.0,1,7,0

# More entries.
SMILES,VHR inh abs,Mtb UGM inh,MazF activator,Rv3671c protease,PriA SSB inh,Mtb BioA inh,BH1578 lux ind,Mtb FBA inh,GDH-TPI counter,3CLpro inhibitor
O=C1CCC([N+](=O)[O-])C(c2cc(Br)ccc2F)N1 (centres undefined),13,0.8,1,10,-13,-1.8,-0.2,2,-5,3
Cc1ccc(C(O)c2ccc(-n3ccnc3)cc2)cc1 (centres undefined),24,1.2,5,1,2,x,0.5,2,7,3
COc1ccc(C(C)C)cc1-c1ccc2nncn2c1,x,x,x,x,x,0.6,-1.1,0,-3,x
N#Cc1ccc(COC(=O)CCc2c[nH]c3ccccc23)cc1,24,0.3,4,6,-8,14,0.0,2,5,3
CC(Sc1nnc(COc2ccc([N+](=O)[O-])cc2)n1C)C(=O)O (centres undefined),25,-2.0,1,2,-14,x,i,-4,5,2
O=C(c1ccco1)[C@@H]1[C@@H]2C(=O)N(c3ccc(F)cc3)C(=O)[C@@H]2[C@H]2C=Cc3ccccc3N21,8,-1.3,16,1,4,x,i,-1,2,-2
O=C(NCCCN1CCOCC1)C1CCN(S(=O)(=O)c2c(Cl)cccc2Cl)CC1,14,-2.3,4,4,-14,-0.5,i,1,-5,-5
COc1cc2nc(CN3CCN(S(=O)(=O)c4ccc(Cl)cc4)CC3)[nH]c(=O)c2cc1OC,28,-1.6,-4,8,-4,x,-0.5,-1,5,0
C[C@H](CO)N1C[C@H](C)[C@@H](CN(C)Cc2ccc(Oc3ccccc3)cc2)Oc2c(NC(=O)c3ccncc3)cccc2C1=O,x,-3.9,-1,-2,7,3.7&-13,-0.5,6,4,x
O=C(COC(=O)C(CO)NS(=O)(=O)c1ccc(Br)cc1)Nc1ccc2c(c1)OCCO2 (centres undefined),x,0.4,1,9,2,0.1,-2.8,0,3,x
Cc1ncc(C[n+]2csc(CCOC(=O)C34CC5CC(CC(C5)C3)C4)c2C)c(N)n1,26,-0.8,6,14,-6,-0.5,-0.5,2,4,-4
CCOc1ccccc1NC(=O)c1ccc2nc[nH]c2c1,20,-0.4,6,2,-5,14,-0.4,1,-11,0
CN1C(=O)NC(c2ccc(O)cc2)C(C(=O)c2cccs2)C1(O)C(F)(F)F (centres undefined),16,0.9,9,4,-3,-0.6,i,-4,43*,-6
O=C(C(=O)N1CCOCC1)c1cn(CCCOc2ccccc2)c2ccccc12,17,-1.5,-3,4,-11,1.1,-0.3,-4,12,3
Cc1cc(C)nc(N/N=C/c2ccccc2Cl)n1,-4,4.9,5,4,i,-1.7,0.5,1,13,-9
CCN1CCN(C(=O)c2cnn3c(C(F)F)cc(-c4ccc(C)cc4)nc23)CC1,0,-5.0,4,11,-23,3.3,x,6,4,2
CC(=O)O[C@@H]1/C=C/[C@](C)(O)C[C@@H](C)C/C=C/[C@H]2[C@H](O)[C@@](C)(O)[C@@H](C)[C@H]3[C@H](Cc4ccccc4)NC(=O)[C@@]312,x,0.4,-2,-2,x,-1.0,-0.3,-1,3,x
CC1CCC(NS(=O)(=O)c2ccc3c(c2)n(C)c(=O)c(=O)n3C)CC1 (centres undefined),15,1.6,6,-1,2,5.9,-1.4,5,11,-1
Cc1nc2ccccc2cc1C(=O)Nc1ccccc1Cl,18,-1.1,3,7,1,-1.8,-0.1,0,-6,2
O=C(NCC1(O)CCCCC1)C1CCC(=O)N(Cc2ccccc2F)C1 (centres undefined),11,-4.2,3,1,-6,-0.8,-0.4,1,2,-1
Cc1cc(C)c2[nH]c(=O)c(CN(Cc3cccnc3)C(=S)NCCCN(C)C)cc2c1,30,-2.9,-4,1,6,x,i,5,4,6
CN(CC(=O)Nc1ccc(Cl)c(C(F)(F)F)c1)C(=O)C1CCCO1 (centres undefined),x,4.7,-1,6,2,-0.9,0.5,1,7,x
Clc1ccc(OCc2cn3cccnc3n2)c2ncccc12,14,x,19,x,2&11,5.9,i,10,5,0
O=C(Nc1cccc(C(=O)N2CCOCC2)c1)c1cccnc1,3,-0.3,-1,-3,2,8.2,-4.5,3,-4,1
COc1cc(NC(=O)c2c(F)cccc2F)nc(OC)n1,34,-0.2,3,-8,-6,x,-0.9,-4,-3,4
COc1cc2c(cc1OC)CN(C(=O)CN1C(=O)NC3(CCCCC3C)C1=O)CC2 (centres undefined),x,x,0,x,-8,-1.6,i,-1,2,x
Cc1ccc(NC(=O)NCc2ccc3c(c2)OCO3)cc1C,17,-2.2,-8,-2,4,x,-0.2,-1,-5,0
CC(=O)N(CCc1cccc(C)c1)Cc1cc2ccc(C)cc2[nH]c1=O,-13,4.1,-6,2,-3,-2.9,-2.3,2,27,1
C=CCN1C(=O)/C(=C2/Sc3ccccc3N2CCCS(=O)(=O)O)SC1=S,50*,-0.8,-11,-5,12,-0.3,-0.7,-28,13,1
O=C(Nc1cc(Cl)ccc1N1CCOCC1)c1ccc(F)c(S(=O)(=O)N2CCOCC2)c1,x,3.0,4,-5,5,0.5,i,2,-2,x
CC(=O)N1CCN(C(=S)NC(=O)c2ccc(S(=O)(=O)N3CCOCC3)cc2)CC1,-7,1.4,-4,5,-10,x,-0.1,-3,6,-2
COc1cc(C(O)c2nc(-c3ccc(C)c(C)c3)cs2)ccc1F (centres undefined),x,x,x,x,x,-2.2,0.5,-2,7,x
COc1ccccc1NS(=O)(=O)c1cccc(NS(=O)(=O)c2cc(C(=O)O)ccc2OC)c1,x,4.2,1,3,-5,0.6,3.4,-2,12,x
COC(=O)[C@H]1C[C@H](C(=O)O)[C@@H](C)C1(C)C,x,-0.6,5,0,-16,-0.8,25,-3,-1,x
Nc1ccccc1-c1ccc([N+](=O)[O-])cc1,x,x,10,x,-1,1.9,i,-1,12,x
N#Cc1cccc(CN2CCCN(Cc3ccc(F)cc3)S2(=O)=O)c1,5,0.3,-6,-8,-11,0.6,-0.5,4,2,-3
CC(C)(C)n1cnc2cc(NS(=O)(=O)c3ccc(Br)cc3)ccc21,26,1.1,-3,2,5,4.3,i,2,9,1
CCCC(c1nnnn1CCc1ccccc1)N1CCN(C2CCCC2)CC1 (centres undefined),8,0.9,-18,2,-16,2.7,i,-10,2,-1
Cc1ccc(-c2csc(N3N=C(c4ccccc4)/C(=C\c4ccc(N(C)C)cc4)C3=O)n2)cc1,21,-0.3,x,-3,x,x,x,x,x,0
CCn1cc([N+](=O)[O-])c(C(=O)Nc2nc3ccc(OC)cc3s2)n1,20,-0.9,4,1,0,x,-0.3,-2,5,1
O=S1(=O)CCC(S(=O)(=O)N2CCCCCC2)C1 (centres undefined),-31,0.5,5,1,-4,-5.0,-0.3,3,2,1
Cc1ccc(CNCc2ccccc2Cl)cc1,19,4.9,-1,-9,-6,0.0,i,-2,6,1
O=C(N/N=C/CCc1ccccc1)c1ccc(CN2c3cccc4cccc(c34)S2(=O)=O)cc1,-5,1.2,-4,-14,x,0.3,-0.1,4,4,6
CCc1c(C)[nH]c2ccc(OC)cc2c1=S,-1,x,-4,x,-2,-0.3,0.0,14,0,2
Cc1ccc2c(c1)CCCN2C(=O)C1CCCO1 (centres undefined),-16,-1.0,-2,3,-10,x,-0.7,-3,-2,3
CCn1c(=O)cc(OCC(=O)Nc2cc(C)ccn2)c2ccccc21,0,-1.7,4,1,-5,-0.2,i,0,-8,-16
CCOC(=O)c1c(S(=O)(=O)N2CCN(Cc3ccccc3)CC2)c(C)n(C)c1C,18,-1.8,2,3,-7,-0.5,-2.9,1,1,7
COc1ccc(S(=O)(=O)N2CCOCC2)cc1NC(=O)CC(C)c1ccccc1 (centres undefined),x,-2.7,6,0,-10,-1.4,i,1,-4,x
CCOC(=O)C1=NOC(CN(c2ccccc2)S(=O)(=O)c2ccc(Cl)cc2)C1 (centres undefined),20,-1.1,0,2,-16,-0.7,-0.4,0,-9,7
O=C(CN1C(=O)NC(Cc2ccccc2)C1=O)Nc1ccccc1F (centres undefined),x,-1.4,0,-5,5,-0.3,i,0,2,x
CC(C)CN1CCN(C(=O)CCc2nnc(Cc3c[nH]c4ccccc34)o2)[C@@H](C)C1=O,11,1.6,4,x,-8,2.3,i,-6,1,-3
COc1nc(C)ccc1-c1noc(-c2cccnc2)n1,8,-1.7,-2,7,-19,5.1,1.9,-1,4,1
CCCCCCNc1nc(-c2ccc(OC)cc2)c(CCC(=O)O)s1,-15,5.9,-3,-10,-4,0.8,0.8,19,1,-1

# Screening results deposited in PubChem BioAssay by several laboratories.
